From PubChem
mcGAS inh: inhibitors of mouse cGAS; Q8C6L5; recombinant cGAS, Kinase-Glo ATP depletion luminescence; inhibition, % at 12.5 µM; actives 0.15% (n = 160,000); AID 1259399;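 note: 0% = negative control wells and 100% = reference inhibitor with no enzyme activity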
hcGAS lum: inhibitors of human cGAS | Q8N884 | recombinant h-cGAS, ATP depletion, Kinase-Glo luminescence | inhibition, % at 12.5 µM | actives 0.081% (n = 290,000) | AID 1259398;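 note: 0% = vehicle reaction and 100% = reaction without DNA for no activity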
Target sequence (Q8N884 whole entry, looked up): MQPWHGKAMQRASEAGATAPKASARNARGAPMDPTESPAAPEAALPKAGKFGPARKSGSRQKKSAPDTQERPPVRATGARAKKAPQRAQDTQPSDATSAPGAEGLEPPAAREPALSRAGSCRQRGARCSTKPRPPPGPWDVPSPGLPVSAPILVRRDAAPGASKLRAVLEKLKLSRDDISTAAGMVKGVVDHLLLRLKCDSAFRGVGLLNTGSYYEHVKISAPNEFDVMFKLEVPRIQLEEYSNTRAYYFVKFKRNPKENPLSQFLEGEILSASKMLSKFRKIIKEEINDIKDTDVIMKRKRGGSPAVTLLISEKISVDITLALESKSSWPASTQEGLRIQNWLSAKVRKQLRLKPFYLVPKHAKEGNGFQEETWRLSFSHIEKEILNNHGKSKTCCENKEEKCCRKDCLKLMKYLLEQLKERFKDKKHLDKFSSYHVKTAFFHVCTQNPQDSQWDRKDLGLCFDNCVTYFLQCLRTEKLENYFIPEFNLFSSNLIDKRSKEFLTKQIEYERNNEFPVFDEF
NPYLR7 ag: activates Aedes aegypti NPYLR7 receptor | actives 0.15% (n = 270,000) | activation, % at 10 µM | HEK293T NPYLR7/Galpha15, GCaMP6s calcium fluorescence | AID 1259423; in the data active = activation above about 40%;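 note: 0% = vehicle and 100% = reference agonist at the receptor; some compounds past the cut are filed as inactive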
* = called active by the depositor. Cut-off read from the data, not from the text of the source, unless noted: active = inhibition above about 40%; inactive = the rest.

How did COc1ccc(OCC(=O)N2CCCC(CNC(=O)c3ccc(F)cc3)C2)cc1 (stereo not given) do in these assays?
mcGAS inh: -3; hcGAS lum: -8; NPYLR7 ag: 10

How did CCCN1CC(C(=O)NCCNS(=O)(=O)c2ccc(Cl)cc2)CCC1=O (stereo not given) do in these assays?
mcGAS inh: -8; hcGAS lum: -7; NPYLR7 ag: 4

Results for CNC(=O)c1csc(Br)c1 ?
hcGAS lum: -5; NPYLR7 ag: 1

Results for O=C(Cc1csc(-c2ncn[nH]2)n1)N1CCCC1Cn1cccn1 (stereo not given) ?
hcGAS lum: -9; NPYLR7 ag: 2

Results for CCOC(=O)c1c(C)nn(-c2ccc(C(=O)NC(Cc3ccc(Cl)cc3)C(=O)OCC)cc2)c1C (stereo not given) ?
mcGAS inh: -3; hcGAS lum: -4; NPYLR7 ag: -2

What do the screens show for `Cc1ccc(-n2nc(C(=O)NCCN3CCOCC3)c(=O)n(Cc3cccc(C(F)(F)F)c3)c2=O)cc1`?
mcGAS inh: -6; hcGAS lum: -4; NPYLR7 ag: 14

Results for Cc1nc(SCC(=O)c2c(N)n(C3CC3)c(=O)[nH]c2=O)c(C#N)c(C)c1C ?
hcGAS lum: -6; NPYLR7 ag: 17

What do the screens show for `O=C(c1cn[nH]n1)N1CCN(CCCOc2ccc(F)cc2)CC1`?
mcGAS inh: -11; hcGAS lum: -6; NPYLR7 ag: 5

What do the screens show for `Cc1cccnc1CC(C)Nc1ncc(C)c(N(C)C)n1` (stereo not given)?
hcGAS lum: 2; NPYLR7 ag: 1

What do the screens show for `CCc1ccc(NC(=O)c2nnc(CN(CC(C)(C)O)C(C)C)s2)cc1`?
hcGAS lum: -8; NPYLR7 ag: 9

How did Cc1ccc(-c2ccnc3c(C(=O)O)cnn23)o1 do in these assays?
hcGAS lum: -7; NPYLR7 ag: 20

How did CCc1c(C)nc(-c2cccc(F)c2)nc1N1CCN(C(=O)c2ccc(Cl)c(Cl)c2)CC1 do in these assays?
mcGAS inh: -3; hcGAS lum: -2; NPYLR7 ag: -4

Results for Cc1cc(C)n(CCC(=O)NCc2ccc3sccc3c2)c(=O)n1 ?
mcGAS inh: -19; hcGAS lum: -8; NPYLR7 ag: -3

How did O=C(Cc1ccccc1)NNc1nc(-c2ccccc2)c2cc(Br)ccc2n1 do in these assays?
mcGAS inh: 2; hcGAS lum: 5; NPYLR7 ag: -3

What do the screens show for `NC1=N[C@@]2(c3cc(NC(=O)c4ccc(F)cn4)ccc3F)COC[C@H]2CS1`?
mcGAS inh: -9; hcGAS lum: -6; NPYLR7 ag: -11

Results for COCCOCCNC(=O)c1cccc(F)c1Cl ?
hcGAS lum: 6; NPYLR7 ag: -9

How did CCOc1cc(C(=O)Oc2coc(CSc3nccn3C)cc2=O)cc(OCC)c1OCC do in these assays?
mcGAS inh: -5; hcGAS lum: -5; NPYLR7 ag: -5

What do the screens show for `C/C(=N\Nc1nc(C)cs1)c1ccc(Cl)cc1`?
mcGAS inh: -1; hcGAS lum: 2; NPYLR7 ag: -1

What do the screens show for `CCOC(=O)C1=C(C)N=c2s/c(=C\c3ccc(C(C)C)cc3)c(=O)n2C1c1ccc(Cl)cc1` (stereo not given)?
mcGAS inh: -3; hcGAS lum: -4; NPYLR7 ag: -3

Results for O=C(c1cc(COc2ccc(F)c(F)c2)on1)N1CCC(c2ccccc2F)C1 (stereo not given) ?
mcGAS inh: -11; hcGAS lum: -8; NPYLR7 ag: 3

12 compounds from above, arranged by formula weight, ascending.
Results for CNC(=O)c1csc(Br)c1 ?
hcGAS lum: -5; NPYLR7 ag: 1

What do the screens show for `C/C(=N\Nc1nc(C)cs1)c1ccc(Cl)cc1`?
mcGAS inh: -1; hcGAS lum: 2; NPYLR7 ag: -1

Results for Cc1cc(C)n(CCC(=O)NCc2ccc3sccc3c2)c(=O)n1 ?
mcGAS inh: -19; hcGAS lum: -8; NPYLR7 ag: -3

What do the screens show for `CCc1ccc(NC(=O)c2nnc(CN(CC(C)(C)O)C(C)C)s2)cc1`?
hcGAS lum: -8; NPYLR7 ag: 9

How did COc1ccc(OCC(=O)N2CCCC(CNC(=O)c3ccc(F)cc3)C2)cc1 (stereo not given) do in these assays?
mcGAS inh: -3; hcGAS lum: -8; NPYLR7 ag: 10

How did CCCN1CC(C(=O)NCCNS(=O)(=O)c2ccc(Cl)cc2)CCC1=O (stereo not given) do in these assays?
mcGAS inh: -8; hcGAS lum: -7; NPYLR7 ag: 4

How did O=C(Cc1ccccc1)NNc1nc(-c2ccccc2)c2cc(Br)ccc2n1 do in these assays?
mcGAS inh: 2; hcGAS lum: 5; NPYLR7 ag: -3

How did CCc1c(C)nc(-c2cccc(F)c2)nc1N1CCN(C(=O)c2ccc(Cl)c(Cl)c2)CC1 do in these assays?
mcGAS inh: -3; hcGAS lum: -2; NPYLR7 ag: -4

How did CCOc1cc(C(=O)Oc2coc(CSc3nccn3C)cc2=O)cc(OCC)c1OCC do in these assays?
mcGAS inh: -5; hcGAS lum: -5; NPYLR7 ag: -5

What do the screens show for `CCOC(=O)C1=C(C)N=c2s/c(=C\c3ccc(C(C)C)cc3)c(=O)n2C1c1ccc(Cl)cc1` (stereo not given)?
mcGAS inh: -3; hcGAS lum: -4; NPYLR7 ag: -3

Results for CCOC(=O)c1c(C)nn(-c2ccc(C(=O)NC(Cc3ccc(Cl)cc3)C(=O)OCC)cc2)c1C (stereo not given) ?
mcGAS inh: -3; hcGAS lum: -4; NPYLR7 ag: -2

What do the screens show for `Cc1ccc(-n2nc(C(=O)NCCN3CCOCC3)c(=O)n(Cc3cccc(C(F)(F)F)c3)c2=O)cc1`?
mcGAS inh: -6; hcGAS lum: -4; NPYLR7 ag: 14

(listing goes on)
How did O=C(c1cccnc1)N(CCc1ccccc1)Cc1ccncc1 do in these assays?
mcGAS inh: -18; hcGAS lum: -6; NPYLR7 ag: 17

How did Cc1cccc(C)c1Nc1c(-c2ccc(F)cc2)nc2c(OCc3ccccc3)cccn12 do in these assays?
mcGAS inh: 0; hcGAS lum: 1; NPYLR7 ag: -20

Results for Cc1cc(C)c(C#N)c(SCC(=O)c2cccs2)n1 ?
mcGAS inh: -6; hcGAS lum: 1; NPYLR7 ag: 3

How did CCc1ncc(C(=O)N2CCN(Cc3ncccc3C)CC2)cn1 do in these assays?
hcGAS lum: -3; NPYLR7 ag: 11

How did Cc1ncc(CN2CCC(Oc3cccc(C(=O)NCc4ccccc4)c3)CC2)s1 do in these assays?
mcGAS inh: -16; hcGAS lum: -6; NPYLR7 ag: 3

What do the screens show for `CCCCN1CC(C(=O)O)CCC1c1ccc(OC)c(OC)c1` (stereo not given)?
hcGAS lum: -12; NPYLR7 ag: 27

Results for O=S(=O)(c1ccc(F)cc1)N1CCCN(c2nc(Cc3ccccc3)nc3onc(-c4ccccc4)c23)CC1 ?
mcGAS inh: -6; hcGAS lum: -1; NPYLR7 ag: 14

What do the screens show for `Cc1ccc(Cl)c(C(=O)N2CCOC(Cc3ccccc3)C2)c1` (stereo not given)?
hcGAS lum: -3; NPYLR7 ag: 24

Results for COc1ccc(-n2cnnc2Cc2nn[nH]n2)cc1 ?
hcGAS lum: 6; NPYLR7 ag: -3

How did COC(=O)c1ccc(Cl)c(S(=O)(=O)N(C)Cc2ccc(C)o2)c1 do in these assays?
hcGAS lum: -4; NPYLR7 ag: 0

What do the screens show for `Cc1ccc(C)c(CN(Cc2ccc(F)cc2)Cc2nc(C(=O)NCc3ccccc3)co2)c1`?
mcGAS inh: -6; hcGAS lum: -8; NPYLR7 ag: 21

What do the screens show for `FC(F)(F)c1ccc(-c2cc(NC3CCNCC3)nc3[nH]ccc23)nc1`?
mcGAS inh: -14; hcGAS lum: 1; NPYLR7 ag: 5

What do the screens show for `Cc1ccc(-c2nc(SCC(=O)Nc3nnc(C)s3)c3c(=O)n(C)c(=O)n(C)c3n2)cc1`?
mcGAS inh: -8; hcGAS lum: -6; NPYLR7 ag: -5

Results for O=C(NCc1ccncc1)c1cc2n(n1)CCN(Cc1ccc(C(F)(F)F)cc1)C2=O ?
mcGAS inh: -4; hcGAS lum: 1; NPYLR7 ag: 0

How did Cc1cc(F)ccc1NC(=O)CCC1CCCN(C(=O)C2CCCC2)C1 (stereo not given) do in these assays?
hcGAS lum: -12; NPYLR7 ag: 2

Results for COc1cc(C(=O)N(Cc2cccnc2)c2nc3c(Cl)cccc3s2)cc(OC)c1OC ?
mcGAS inh: -6; hcGAS lum: -1; NPYLR7 ag: -7

What do the screens show for `O=C(CS(=O)Cc1nnnn1-c1ccccc1)Nc1cccc(F)c1` (stereo not given)?
mcGAS inh: -16; hcGAS lum: -6; NPYLR7 ag: -1

Results for CC(C)CC1(C)NC(=O)NC1=O (stereo not given) ?
hcGAS lum: -5; NPYLR7 ag: 3

How did Nc1nc2ccc(Br)cc2s1 do in these assays?
mcGAS inh: 0; hcGAS lum: 2; NPYLR7 ag: 0

Results for CCn1nnnc1SCC(=O)Nc1ncc(Cc2cccc(Cl)c2)s1 ?
hcGAS lum: 1; NPYLR7 ag: -8

What do the screens show for `CCn1c(C2CCCN(C(=O)CSc3nncn3C)C2)nn(C)c1=O` (stereo not given)?
mcGAS inh: -1; hcGAS lum: 1; NPYLR7 ag: -2

What do the screens show for `Cc1cc2cc(C(=O)N3CCCC(CO)(CCOc4ccccc4)C3)ccc2o1` (stereo not given)?
hcGAS lum: -6; NPYLR7 ag: 14

What do the screens show for `COc1cccc(COC2CN(CC(C)C)C(=O)CN(C(=O)c3ccc(C#CC(C)(C)O)o3)C2)c1` (stereo not given)?
mcGAS inh: -13; hcGAS lum: -1; NPYLR7 ag: 11

Results for CN(CCc1ccccn1)C(=O)CNc1ccnc2cc(F)ccc12 ?
hcGAS lum: -13; NPYLR7 ag: 5

Results for CCOC(=O)CCc1c(C)nc2ncnn2c1N1CCN(S(=O)(=O)c2ccc(OC(F)(F)F)cc2)CC1 ?
mcGAS inh: -5; hcGAS lum: -1; NPYLR7 ag: 22

How did CCOC(=O)c1cnn(-c2cc(C)nc3c(-c4ccccc4)cnn23)c1N do in these assays?
mcGAS inh: -5; hcGAS lum: -5; NPYLR7 ag: -3

Results for N#Cc1ccc(S(=O)(=O)N2CCN(C(=O)c3ccc(-c4cc(Cl)ccc4Cl)o3)CC2)cc1 ?
mcGAS inh: -7; hcGAS lum: -8; NPYLR7 ag: 11

What do the screens show for `FC(F)C(F)(F)C(F)(F)C(F)(F)CNCc1ccco1`?
hcGAS lum: 0; NPYLR7 ag: -4

How did CN1CCN(Nc2ncnc3scc(-c4ccc(F)cc4)c23)CC1 do in these assays?
hcGAS lum: -3; NPYLR7 ag: 5

Results for CCN(CCOc1ccc(F)cc1)C(=O)c1ccc(CO)cc1 ?
mcGAS inh: -12; hcGAS lum: -6; NPYLR7 ag: -1

What do the screens show for `O=C1NC2(CCSC2)C(=O)N1CN1CCCc2ccc(F)cc21` (stereo not given)?
hcGAS lum: 1; NPYLR7 ag: -13

Results for CCN1CCc2c(sc3nc(Cc4ccccc4)nc(N4CCN(C(=O)c5ccc(Br)cc5)CC4)c23)C1 ?
mcGAS inh: -5; hcGAS lum: -7; NPYLR7 ag: -2

Results for CCc1noc(C)c1C(=O)OCc1cc2c(cc1Br)OCCO2 ?
mcGAS inh: -15; hcGAS lum: -9; NPYLR7 ag: 5

How did COc1cc(OC)cc(C(=O)Nc2nnc(SCc3cccc(C#N)c3)s2)c1 do in these assays?
mcGAS inh: -6; hcGAS lum: -7; NPYLR7 ag: -3

How did Cc1cc(Cl)ccc1OCC(=O)N=Nc1c(O)[nH]c2ccc(F)cc12 do in these assays?
hcGAS lum: -2; NPYLR7 ag: -4

Results for CC(=O)Nc1ccc(CN2CCOc3ccc(C4=CCCCC4)cc3C2)s1 ?
mcGAS inh: -12; hcGAS lum: -10; NPYLR7 ag: 20

What do the screens show for `O=c1c(N=Nc2ccccc2O)c(-c2ccc([N+](=O)[O-])cc2)[nH]n1-c1ccccc1`?
mcGAS inh: -7; hcGAS lum: -6; NPYLR7 ag: -2

Results for Cc1ccc(Cl)cc1NS(=O)(=O)c1cc(C(=O)O)cc(C)c1C ?
hcGAS lum: -3; NPYLR7 ag: 3

What do the screens show for `Cc1ccsc1CN(Cc1ccc(F)cc1)C(=O)CN(CC1CCCO1)C(=O)Nc1cccc(C)c1C` (stereo not given)?
mcGAS inh: -6; hcGAS lum: -2; NPYLR7 ag: 26

What do the screens show for `CCOC(=O)c1nn(-c2ccccc2)c(=O)cc1OCC(=O)Nc1ccc(C)c(F)c1`?
hcGAS lum: -1; NPYLR7 ag: 10

How did C=CCN(CC(=O)N(CCc1ccc(OC)c(OC)c1)Cc1cccs1)C(=O)Nc1c(Cl)cccc1Cl do in these assays?
mcGAS inh: 1; hcGAS lum: -1; NPYLR7 ag: -7

Results for CC(NC(=O)COCc1ccccc1)c1nnc(SCc2ccccc2)n1-c1cc(Cl)ccc1Cl (stereo not given) ?
mcGAS inh: -5; hcGAS lum: -13; NPYLR7 ag: 1

What do the screens show for `COC[C@@]12CN(c3ccccn3)C[C@@H]1C(C)(C)COc1ccc(OC)cc12`?
mcGAS inh: -5; hcGAS lum: -5; NPYLR7 ag: 3

How did Cc1cc(C)c(SCC(=O)NC2CCS(=O)(=O)C2)c(C)c1 (stereo not given) do in these assays?
hcGAS lum: -9; NPYLR7 ag: 15

Results for COc1cc(C2C3=C(CC(C)(C)CC3=O)OC(=N)C2C#N)ccc1OC(C)=O (stereo not given) ?
mcGAS inh: -4; hcGAS lum: -2; NPYLR7 ag: -4

How did CC(Cn1cncn1)NC(=O)CC1c2ccccc2CCc2ccccc21 (stereo not given) do in these assays?
hcGAS lum: -6; NPYLR7 ag: 1

What do the screens show for `CCc1cn[nH]c1C1CCCN(C(=O)c2cccc3cccnc23)C1` (stereo not given)?
hcGAS lum: -8; NPYLR7 ag: 0

Results for Cc1cccnc1CNC(=O)CC(c1ccccc1)c1ccccc1F (stereo not given) ?
hcGAS lum: 1; NPYLR7 ag: 5

How did O=[N+]([O-])c1ccc(C=NNC(=S)Nc2ccc(Cl)cc2Cl)o1 do in these assays?
mcGAS inh: 2; hcGAS lum: 2; NPYLR7 ag: 14
